DUSP3 inh: inhibitors of human VHR1 phosphatase (DUSP3). inhibition, % at 13.3 µM. P51452. AID 1654. actives 0.52% (n = 290,000). recombinant VHR phosphatase, pNPP absorbance; in the data active = inhibition above about 50%; also: some compounds called inactive have numbers as strong as hits
3CLpro inhibitor: SARS-CoV 3CLpro protease inhibition | actives 0.14% (n = 290,000) | recombinant SARS-CoV 3CLpro, quenched FRET peptide cleavage | inhibition, % at 6 µM | AID 1706 | P0C6X7; in the data active = inhibition above about 12%
Starred values were filed as active, the others as inactive; nt = no result given.

Value order – 3CLpro inhibitor	DUSP3 inh
> CCOC(=O)c1cnc(Nc2nc3ccccc3o2)nc1CN1CCN(c2ccccc2)CC1
  -4.1	nt
> CCc1nnc2n1N=C(c1ccc(-c3ccc(Cl)cc3Cl)o1)CS2
  -2.0	nt
> CCN(CC)CCCN1C(=O)C(O)=C(C(=O)c2cccs2)C1c1ccccn1 (stereo unspecified)
  -0.5	nt
> CC(C)CC1N=C2c3ccccc3N=C(SCc3cc(=O)n4ccccc4n3)N2C1=O (stereo unspecified)
  -1.8	nt
> CSc1nnc2n(CCc3ccccc3)c(=O)c3c4c(sc3n12)CCCC4
  0.7	nt
> c1cncc(-c2nnc(SCCSc3nnc(-c4cccnc4)o3)o2)c1
  -4.7	nt
> COc1ccc(-n2c3c(cc(C(=O)Nc4ccc5c(c4)C(=O)NC5=O)c2=O)C(=O)CCC3)cc1
  0.7	nt
> CC(C)Cn1c(=O)c(C2=NS(=O)(=O)c3ccccc3N2)c(O)c2ccccc21
  3.5	nt
> COc1cc(OC)cc(-c2nnc(SCC(=O)Nc3cc(C)on3)o2)c1
  2.6	nt
> CCCn1c(=N)n(CCOCCOCCn2c(=N)n(CCC)c3ccccc32)c2ccccc21
  2.0	nt
> COCCCNC(CC(=O)Nc1ccccc1C(=O)OC)C(=O)O (stereo unspecified)
  -3.4	nt
> Clc1ccc(Cc2nn3c(-c4ccncc4)nnc3s2)cc1
  2.8	nt
> Cn1nc(-c2ccc(C(=O)N3CCN(c4ccccc4)CC3)cc2)c2ccccc2c1=O
  3.0	nt
> Cc1nn(C(=O)CCCC(=O)n2nc(C)c(Cl)c2C)c(C)c1Cl
  -1.9	nt
> CCOC(=O)C1=C(c2ccccc2)N2CCN=C2S1
  -2.8	nt
> CCOc1ccc(C2/C(=C(/O)c3ccccc3)C(=O)C(=O)N2CCCN(C)C)cc1OC (stereo unspecified)
  -2.2	nt
> COc1nc(-c2ccc(Cl)cc2)ccc1-c1noc(-c2ccncc2)n1
  -0.5	nt
> CCC1Cc2c(nc3c4c(nc(N5CCOCC5)c(C#N)c24)NC(C)=N3)O1 (stereo unspecified)
  0.7	nt
> Cn1c(=O)c2c(SCc3ccccn3)nc(-c3ccccc3)nc2n(C)c1=O
  -11.2	nt
> Cc1cc(C)cc(NC(=O)NC2CCN(CC(=O)Nc3c(C)cc(C)cc3C)CC2)c1
  5.3	nt
> Cc1cc(C)n(-c2nc3c(c(=O)n(Cc4ccc(Cl)c(Cl)c4)c(=O)n3C)n2C)n1
  1.6	nt
> COc1ccc(-n2c(=O)c3c4c(sc3n3c(C)nnc23)COC(C(C)C)C4)cc1 (stereo unspecified)
  2.5	nt
> Cc1nc(NC2=NCN(CCc3ccccc3)CN2)nc2c(C)cccc12
  -0.6	nt
> CCOC(=O)c1cnc(SCC(=O)Nc2ccccc2N2CCOCC2)nc1N
  -1.0	nt
> CC1C2=C(CCCC2=O)N(c2cccc3ccccc23)C2=C1C(=O)CCC2
  -4.8	nt
> CC(=O)c1c(C(C)=O)c(C)n(CCCCn2c(C)c(C(C)=O)c(C(C)=O)c2C)c1C
  4.2	nt
> Cc1cccc(NC(=O)c2c(O)c3cccc4c3n(c2=O)CC4)c1
  5.1	nt
> Cc1nnc2sc(-c3ccc(NC(=O)c4ccc(-c5ccc(Br)cc5)o4)cc3)nn12
  -0.3	nt
> O=C(CN1CCCN(S(=O)(=O)c2ccc(Br)cc2)CC1)Nc1ccc2cn[nH]c2c1
  0.9	nt
> COc1ccc(-n2c(=O)c3c4c(sc3n3c(C)nnc23)CC(C)CC4)cc1 (stereo unspecified)
  0.8	nt

Record cards, as listed above:
Record of CCOC(=O)C1=C(c2ccccc2)N2CCN=C2S1 : 3CLpro inhibitor = -2.8; DUSP3 inh = nt
Record of CC(C)CC1N=C2c3ccccc3N=C(SCc3cc(=O)n4ccccc4n3)N2C1=O (stereo unspecified) : 3CLpro inhibitor = -1.8; DUSP3 inh = nt

Returning to the listing; the two compounds before the break are reprinted first.
Value order – 3CLpro inhibitor	DUSP3 inh
> O=C(CN1CCCN(S(=O)(=O)c2ccc(Br)cc2)CC1)Nc1ccc2cn[nH]c2c1
  0.9	nt
> COc1ccc(-n2c(=O)c3c4c(sc3n3c(C)nnc23)CC(C)CC4)cc1 (stereo unspecified)
  0.8	nt
> Cc1c(NC(=O)Cn2cnc3c(=O)n(C)c(=O)n(C)c32)cccc1-c1nc2ccccc2o1
  -2.5	nt
> COc1ccccc1/C=c1\sc2nc(-c3cccs3)nn2c1=O
  1.5	nt
> O=C(O)c1cn(C2CC2)c2cc(N3CCOCC3)c(F)cc2c1=O
  -2.6	nt
> COc1ccc(C2C3=C(CCCC3=O)Nc3nc4ccccc4n32)cc1OC (stereo unspecified)
  2.4	nt
> CCOc1ccc(-n2nc3c(-n4ncc(C#N)c4N)nnc(C)c3c2C)cc1
  4.0	nt
> O=C(O)CCC(=O)NC1CCCCC1NC(=O)CCC(=O)O (stereo unspecified)
  0.1	nt
> CC1(C)Cc2c(C#N)c(SCC(=O)c3ccccc3)nc(N3CCCC3)c2CO1
  -1.6	nt
> O=C(CSc1nnc(-c2ccco2)n1-c1ccccc1)N1CCc2ccccc21
  -1.4	nt
> CCOC(=O)c1c(NC(=O)c2csc(C)c2)sc(C(C)=O)c1C
  2.5	nt
> CCOC(=O)C(CC)Sc1nc(-c2ccc(OC)cc2)nc2c1c(=O)n(C)c(=O)n2C (stereo unspecified)
  -1.1	nt
> CC(CS(=O)(=O)c1ccc2ccccc2c1)N1CCN(C2CCCCC2)CC1 (stereo unspecified)
  2.3	nt
> Cn1c(=O)c2nc(Cl)n(Cc3ccc(Cl)cc3Cl)c2n(C)c1=O
  -0.2	nt
> CN(Cc1ccccc1)c1nc2c(c(=O)[nH]c(=O)n2C)n1CCSc1ncccn1
  -1.2	nt
> CCOC(=O)C1CCCN(C(=O)c2cc3c(=O)n4cccc(C)c4nc3n2C)C1 (stereo unspecified)
  0.0	nt
> O=C(c1cc(-c2cccnc2)nc2ccc(Br)cc12)N1CCC2(CC1)OCCO2
  -1.7	nt
> Cc1ccc2nc3c(cc(C#N)c(=N)n3CCCN3CCOCC3)c(=O)n2c1
  -4.3	nt
> Cc1cc(N2CCC3(CC2)OCCO3)n2nc(C)c(-c3ccc(Cl)cc3)c2n1
  5.2	nt
> CCN1C(=O)/C(=C2/Sc3ccc(OC)cc3N2C)SC1=Nc1ccc(C(C)=O)cc1
  -0.1	nt
> Cc1ccc2oc(C(=O)Nc3c(C)n(C)n(-c4ccccc4)c3=O)c(C)c2c1
  2.4	nt
> CC(C)C1=CC2=CCC3C(C)(C(=O)O)CCCC3(C)C2CC1 (stereo unspecified) (tested in a mixture with another compound)
  0.8	-22.7
> O=C(O)C1CC=CCC1C(=O)Nc1cccc(Cl)c1Cl (stereo unspecified)
  8.2	15.1
> COc1ccc(/C=C2\CCCc3c2nc2ccccc2c3C(=O)O)cc1OC
  -19.7	-7.2
> COc1ccc(N2C(=O)NC(=O)/C(=C/c3ccc4c(c3)Cc3ccccc3-4)C2=O)cc1
  1.8	3.3
> CC(C)(C)c1ccc(-c2nc(O)c(CC(=O)O)s2)cc1
  -3.5	17.6
> Cc1ccc(-c2c(=O)n(OCc3ccccn3)c3ccccc3[n+]2[O-])cc1
  -0.6	24.5
> Cc1ccc(C(=O)CCC(=O)O)cc1
  5.4	21.8
> CC1(C)NC(=O)N(CCCCOc2ccccc2[N+](=O)[O-])C1=O
  -4.1	34.8
> Cc1nc2ccccc2c(=O)n1/N=C1\C(=O)N(C)c2ccccc21
  3.8	34.9
> Cc1ccc(S(=O)(=O)N2CCN(C3CCC(c4ccccc4)CC3)CC2)cc1 (stereo unspecified)
  -3.6	4.8
> N#Cc1cc2sc3nc4ccccc4n3c2cc1C#N
  1.1	12.1
> COc1ccc(N2CCN(C(=O)c3ccc4c(c3)NC(=O)C(CSCc3c(F)cccc3Cl)N4)CC2)cc1 (stereo unspecified)
  -4.7	-5.9
> CCCCCCC(=O)N(O)C1CC(=O)N(c2ccccc2)C1=O (stereo unspecified)
  -0.9	-21.2
> O=C(CN1C(=O)c2ccccc2C1=O)Oc1ccc(F)cc1
  12.5*	-5.7
> CCCC(=O)NC(Nc1ccccc1F)C(Cl)(Cl)Cl (stereo unspecified)
  -5.3	19.7
> CCOc1cc(/C=N/NC(=O)c2cc(C)[nH]n2)ccc1OC(=O)c1ccc([N+](=O)[O-])cc1
  0.0	23.5
> CCC1SC2=NCN(c3ccccc3)CN2C1=O (stereo unspecified)
  -0.8	7.3
> CN(C)CC#CCCCCCCC#CCN(C)C
  3.1	0.0
> Cc1cc(C)c(S(=O)(=O)N2CCN(CCN3C(=O)c4cccc5cccc(c45)C3=O)CC2)cc1[N+](=O)[O-]
  -3.6	-8.5
> COC(=O)c1c(N2C(=O)[C@H]3[C@@H](C2=O)[C@]2(C(=O)Nc4ccccc42)N2CCC[C@@H]32)sc(C)c1C
  -1.2	24.2
> C/C(=C1/C(=O)N(c2ccc([N+](=O)[O-])cc2)N=C1c1ccccc1)N(C)C
  4.6	8.5
> O=C1CSC(c2ccccc2)N1c1nnc(C23CC4CC(CC(C4)C2)C3)s1 (stereo unspecified)
  7.2	28.6
> CC(C)N1CCC2(CC1)C(C#N)=C(N)NC(S)=C2C#N
  -62.5	18.1
> CC(=O)OCC1O[C@@H](O[C@@H]2C[C@H]3C(C)(C)[C@H](OC(C)=O)CC[C@]3(C)[C@H]3CC[C@]45C[C@]4(CC[C@H]5[C@@H](C)C[C@@H](O)[C@H](O)C(C)(C)O)[C@@]32C)[C@H](O)[C@@H](O)[C@@H]1O (stereo partly specified)
  3.3	20.1
> Cc1cc(C)nc(-n2nc(C)c3c(C)c(C)c(C)nc32)n1
  6.6	24.4
> COc1ccc(/C=C(\C#N)C(=O)OCC(=O)NCc2ccc(Cl)cc2)cc1
  -0.7	5.4
> O=C(O)c1nn(-c2ccccc2-c2n[nH]c(=O)[nH]c2=O)c(=O)[nH]c1=O
  -0.4	-15.2
> CCSc1ncnc2c1sc1nc(-c3ccco3)c3c(c12)CC(C)(C)OC3
  6.3	3.6
> COC(=O)c1ccc(C(=O)OC)c(N)c1
  -1.8	13.6
> CN(C)c1ncc(/C=C2/C(=O)NC(=S)N(C3CCCCC3)C2=O)cn1
  3.9	1.4
> COC(=O)c1ccc(C2c3c(oc4cc(C)c(C)cc4c3=O)C(=O)N2CCCN(C)C)cc1 (stereo unspecified)
  -0.3	12.0
> Cc1nc2sccn2c(=O)c1CCN1CCC(=C(c2ccccc2)c2ccc(F)cc2)CC1
  -2.0	-3.0
> CC(C)CN1C(=O)/C(=C/c2c(N3CCc4ccccc4C3)nc3ccccn3c2=O)SC1=S
  -1.1	25.3
> CC(C)c1ccccc1NC(=O)c1ccc(CN(c2ccccc2)S(=O)(=O)c2ccccc2)cc1
  -4.3	2.1
> Cc1ccc(C(=O)N2CCN(c3ncnc4c(-c5ccccc5)nsc34)CC2)cc1
  -4.5	18.6
> COCC(=O)Nc1ccc(S(=O)(=O)Nc2ncccn2)cc1
  -4.5	11.9
> NN=C1c2cc([N+](=O)[O-])ccc2-c2ccc([N+](=O)[O-])cc21
  2.5	20.4
> Cc1cc(NC(=O)CN2CCN(Cc3ccccc3)CC2)nc2c1c(=O)oc1ccccc12
  4.0	21.1
> CCOc1ccc(NC(=S)N2CCn3c(nc4ccccc43)C2)cc1
  0.8	16.9
> CC1=C(C(=O)Nc2ccccc2)C(c2ccco2)C(C#N)=C(SCc2ccccc2)N1 (stereo unspecified)
  5.7	26.7
> O=C(NCc1ccc(/C=c2\sc3n(c2=O)CCN=3)o1)C(=O)Nc1ccccc1
  1.2	-2.7

The results go on.
Value order – 3CLpro inhibitor	DUSP3 inh
> Cc1ccccc1OCCOc1ccccc1C=C(C#N)C#N
  -0.5	15.2
> Cn1c(SCC(=O)NNC(=S)Nc2ccccc2)nnc1-c1ccncc1
  -2.9	2.5
> CC(=O)NC[C@H]1CN(c2ccc(N3CCOCC3)c(F)c2)C(=O)O1
  -2.6	34.7
> CC(C)N(Cc1nnc(-c2ccccc2Cl)o1)C(=O)c1cccc(C#N)c1
  1.1	22.2
> Cc1nc2ccccc2c2oc(C(=O)N3CCc4ccccc43)cc12
  0.1	-6.2
> O=C(CN1C(=O)/C(=C/c2c(F)cccc2Cl)Oc2ccccc21)NCc1ccco1
  2.8	16.0
> CCN(CC)CCNC(=O)C(=O)NCC1OCCN1C(=O)c1ccc2c(c1)OCO2 (stereo unspecified)
  -2.5	5.7
> CCCCNc1ccc(S(N)(=O)=O)cc1[N+](=O)[O-]
  4.1	-3.6
> CCCN1CCC(NC23CC4CC(CC(C4)C2)C3)CC1
  -2.2	21.9
> O=C1Nc2ccc(Br)cc2C1=Nc1ccc(-c2nnc3n2CCCCC3)cc1
  -2.6	14.6
> O=S(=O)(O)c1nc2ccccc2n1Cc1cccc2ccccc12
  9.4	9.0
> C#CCOCCOCCOCCNc1nc(N2CCN(C(=O)C(Cc3ccc(O)cc3)n3cc(C(N)CC(C)C)nn3)CC2)nc(N2CCN(C(=O)C(Cc3cc4ccccc4[nH]3)n3cc(C(N)Cc4ccc(O)cc4)nn3)CC2)n1 (stereo unspecified)
  -1.7	25.6
> CCC(=O)N1CCc2cc(Br)cc(S(=O)(=O)Nc3c(C)n(C)n(-c4ccccc4)c3=O)c21
  0.3	12.0
> CC1(C(=O)CSc2ncn[nH]2)CCC(=O)O1 (stereo unspecified)
  2.7	-10.2
> CCc1nnc(NC(=O)CN2C(=O)/C(=C/c3ccc(OC)c(OC)c3)SC2=S)s1
  1.5	14.7
> Cc1ccc(O)c(C(=O)c2cnn(C(=O)COc3ccccc3C#N)c2)c1
  -2.3	-7.8
> Cn1nc(OC(=O)Nc2ccc(Cl)cc2)cc1C(F)(F)F
  -0.4	-14.7
> O=C(O)CNS(=O)(=O)c1ccc(-c2ccccc2)cc1
  -0.6	-5.5

Screens: PubChem, several laboratories

Not all compounds are listed; count on the stated rates, not on these rows.
